Screening results deposited in PubChem by National Center for Advancing Translational Sciences (NCATS).
BLM helicase inh – qHTS Assay for Inhibitors of Bloom's syndrome helicase (BLM) | RecQ-like DNA helicase BLM (Homo sapiens), P54132 | recombinant BLM DNA unwinding, fluorescence dequenching | Potency, µM (top dose mostly 56.1 µM), inactives show at the top dose activity change, negative = inhibition, actives largely listed as inhibitors | hit rate 0.2% among 350,000 | AID 2528, 2010;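 further: potency means the concentration at half of the fitted maximal effect; plate controls were vehicle for no effect and no enzyme for full effect; nearly all actives have a fitted effect of over 35% in size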
POLI inh – qHTS for Inhibitors of Polymerase Iota; Potency, µM (top dose mostly 115 µM), for inactives: at the highest dose activity, negative = inhibition, actives largely listed as inhibitors; Pol iota fluorescent replication assay, 10 min; hit rate 1% among 390,000; DNA polymerase iota (Homo sapiens), Q9UNA4; further: potency means the concentration at half of the fitted maximal effect
Target sequence (Q9UNA4 whole entry, looked up): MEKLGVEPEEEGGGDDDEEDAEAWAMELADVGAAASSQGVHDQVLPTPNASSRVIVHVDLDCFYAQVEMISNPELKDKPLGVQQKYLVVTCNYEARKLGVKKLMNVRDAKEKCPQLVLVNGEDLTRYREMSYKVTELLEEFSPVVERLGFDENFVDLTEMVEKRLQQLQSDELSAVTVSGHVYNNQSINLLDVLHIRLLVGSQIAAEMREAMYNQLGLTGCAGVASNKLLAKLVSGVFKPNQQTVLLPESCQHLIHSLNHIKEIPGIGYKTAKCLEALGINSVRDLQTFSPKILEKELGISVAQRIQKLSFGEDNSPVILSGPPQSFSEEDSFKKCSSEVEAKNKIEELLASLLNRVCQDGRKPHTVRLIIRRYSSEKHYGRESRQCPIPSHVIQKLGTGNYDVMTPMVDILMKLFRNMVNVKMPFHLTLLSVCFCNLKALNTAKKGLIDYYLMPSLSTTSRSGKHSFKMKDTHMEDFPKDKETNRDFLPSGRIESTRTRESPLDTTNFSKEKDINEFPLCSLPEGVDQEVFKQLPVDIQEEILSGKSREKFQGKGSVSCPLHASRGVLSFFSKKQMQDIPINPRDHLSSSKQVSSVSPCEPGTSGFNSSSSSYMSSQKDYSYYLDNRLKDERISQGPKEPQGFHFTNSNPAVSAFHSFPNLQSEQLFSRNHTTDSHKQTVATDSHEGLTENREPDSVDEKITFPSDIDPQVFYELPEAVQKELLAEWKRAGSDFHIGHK
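Fluorescent replication assay read twice, at 0 min and 10 min after adding 50 nM (final) substrate. Enzyme (10 nM) and compounds were first incubated 15 min at room temperature; enzyme-free buffer wells were negative controls.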
GRP78 ERSR act – qHTS for Inducers of the Endoplasmic Reticulum Stress Response (ERSR) in Human Glioma: qHTS. Potency, µM, inactives show top-dose activation, actives largely listed as activators. hit rate 0.02% among 420,000. U87-MG GRP78 promoter luciferase reporter, 16 h; further: potency means the concentration at half of the fitted maximal effect; series mostly up to about 76 µM; % of control where 0% means no effect; nearly all actives have a fitted effect of over 35% in size
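ERSR induction read as luciferase luminescence (Bright-Glo, 10 min at room temperature) in stably transfected human U87-MG glioma cells exposed to compounds for 16 h, using GRP78 as sensor.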
Anesthetic bind – qHTS Assay for Identification of Novel General Anesthetics. Ferritin light chain (Equus caballus), P02791. apoferritin/1-aminoanthracene competitive binding, fluorescence. Potency, µM (titrated, usually from 77.5 µM), without a hit: at the top dose activity change, negative = displacement, usual class: inhibitors. hit rate 0.074% among 350,000; further: potency means the concentration at half of the fitted maximal effect; on the % scale 0 is the no-effect control and ±100 the full control effect; nearly all actives have a fitted effect of over 20% in size
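Steps: apoferritin (10 uM) was premixed with half-saturated 1-AMA in PBS, compounds were pin-transferred, plates stood 10 min at room temperature, fluorescence was read at 380/535 nm, and curves were fitted with a Hill equation.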
Pol kappa inh – qHTS for Inhibitors of Polymerase Kappa. hit rate 0.53% among 400,000. DNA polymerase kappa (Homo sapiens), Q9UBT6. Potency, µM (titrated, usually from 107 µM), inactives show at the highest dose activity, negative = inhibition, most hits filed as inhibitors. purified Pol kappa, fluorescent DNA synthesis assay, 10 min. AID 588579, 2011; further: potency means the concentration at half of the fitted maximal effect; on the % scale 0 is the no-effect control and ±100 the full control effect
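Kinetic fluorescence readout at 0 and 10 min followed reaction start with substrate at 50 nM final. Beforehand, enzyme (10 nM Pol kappa) stood 15 min with compound at room temperature; buffer-only wells were negative controls.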
APE1 inh – qHTS Assay for Inhibitors of the Human Apurinic/apyrimidinic Endonuclease 1 (APE1). DNA repair nuclease/redox regulator APEX1 (Homo sapiens), P27695. recombinant APE1, TAMRA/BHQ-2 abasic DNA cleavage fluorescence. Potency, µM (series often up to 65.8 µM), without a hit: at the top dose activity change, negative = inhibition, most hits filed as inhibitors. hit rate 0.35% among 350,000. AID 2517, 2012;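 further: potency means the concentration at half of the fitted maximal effect; plate controls were vehicle for no effect and reference inhibitor for full effect; nearly all actives have a fitted effect of over 55% in size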
Target sequence (P27695 whole entry, looked up): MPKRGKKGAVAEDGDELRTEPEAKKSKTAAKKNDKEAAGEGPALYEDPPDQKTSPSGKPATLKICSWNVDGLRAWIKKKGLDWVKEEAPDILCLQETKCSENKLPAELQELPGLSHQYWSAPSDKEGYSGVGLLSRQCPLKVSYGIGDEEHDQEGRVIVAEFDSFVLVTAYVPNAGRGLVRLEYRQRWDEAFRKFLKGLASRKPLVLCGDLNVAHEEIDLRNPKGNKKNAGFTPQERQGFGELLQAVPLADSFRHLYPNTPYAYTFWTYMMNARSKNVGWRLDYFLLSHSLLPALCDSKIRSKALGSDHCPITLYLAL
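0.75 nM APE1 + cpd, 15 min RT; start w/ 50 nM TAMRA/BHQ-2 THF-abasic dsDNA; kinetic fluor 525/598 nm ×3 reads @60 s; Δ(read3−read1); normalized to DMSO and NSC13755 control wells.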
LDHA block – qHTS assay for inhibitors of human lactate dehydrogenase; activity change, % (values are at about 110 or 230 µM); purified LDHA, NADH/diaphorase-resazurin fluorescence; active compounds read low; L-lactate dehydrogenase A chain (Homo sapiens), P00338; hit rate 0.15% among 480,000; in the data active means activity change below about -30%; inconclusive means mostly about -25% to -30%;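 further: plate controls were DMSO wells for no effect and wells without enzyme for full effect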
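LDH5 2 nM; NADH 0.06 mM, pyruvate 0.2 mM; 200 mM Tris pH 7.4, EDTA, Tween-20; 5 min RT. Detection: diaphorase 0.133 mg/mL + resazurin 37 µM, fluorescence ex540/em590 at 0 and 20 min; normalized to enzyme-free and DMSO wells.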
POLH inh – qHTS for Inhibitors of Polymerase Eta. DNA polymerase eta (Homo sapiens), Q9Y253. recombinant Pol eta, fluorescent DNA replication assay. Potency, µM (series often up to 114 µM), for inactives: at the top dose activity change, negative = inhibition, usual class: inhibitors. hit rate 1.2% among 390,000. AID 588591, 2011; further: potency means the concentration at half of the fitted maximal effect; on the % scale 0 is the no-effect control and ±100 the full control effect
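Fluorescent replication assay: 50 nM final substrate added after a 15 min room-temperature compound preincubation with 10 nM enzyme. Signal taken at 0 min and again at 10 min.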
Pol beta inh – qHTS Assay for Inhibitors of DNA Polymerase Beta; P06746; Pol beta primer extension/strand displacement, fluorescence kinetic; Potency, µM (titrated, usually from 114 µM), for the others: top-dose activity change, negative = inhibition, most hits filed as inhibitors; hit rate 1.3% among 340,000; AID 485314, 2010; further: potency means the concentration at half of the fitted maximal effect; on the % scale 0 is the no-effect control and ±100 the full control effect
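Reaction started by 50 nM substrate onto compound-treated Pol beta (10 nM, 15 min preincubation, room temperature); plates read at 0 min and 10 min. Normalized concentration-effect data fitted by four-parameter Hill equation.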
An asterisk follows results filed as active; ? = inconclusive; . = no result given; & = joins results of further samples; [ ] = another dose, or the depositor's remark. Unless noted, the call rests on the fitted dose curve; in most records, active means well fitted curve in the direction sought with a large enough effect; inconclusive means small, poorly fitted or top-dose-only effect, or another doubt; inactive means no such curve, though single readings can be large; an effect the other way counts as inactive or inconclusive. Not all compounds are listed (hit frequency here may not be typical).

SMILES | BLM helicase inh | POLI inh | GRP78 ERSR act | Anesthetic bind | Pol kappa inh | APE1 inh | LDHA block | POLH inh | Pol beta inh
Cn1cnc(C(F)(F)F)c1-c1ccc([N+](=O)[O-])cc1 | 5% | 18% | -3% | -11% | -12% | 4% | -3 | -13% | 54%
Cc1nc2cc3nc(C(F)(F)F)[nH]c3cc2[nH]1 | -6% | 31%[activator] | 2% | -3% | -6% | 6% | 20 | -16% | ?
CCN(CC(=O)Nc1ccc(NC(C)=O)cc1)C(=O)/C=C/c1ccccc1 | . | 35%[activator] | -2% | . | -10% | 12% | -2 | -20% | .
N#Cc1ccc(NC(=O)CN2C(=O)NC3(CCCC3)C2=O)cc1 | -1% | 23% | -2% | -9% | -12% | 34% | -3 | 2% | 1%
COc1ccc(-c2sc3ccccc3c2-c2ccc(OCCN3CCCCC3)cc2)cc1 | . | -2% | -4% | . | 1% | 6% | -6 | -13% | .
Cc1ccnc(NC(=O)/C=C/c2cccs2)c1 | 1% | 215%[activator] | -9% | -1% | -2% | 1% | 1 | -5% | 3%
CCC(C)NC(=O)CSc1ncccc1C(=O)O (centres undefined) | 2% | -7% | -1% | -5% | -8%[60.1 µM] | 1% | 2 | 15% | -13%
Cc1ccccc1CN1C[C@@H]2C[C@@H](c3cn(C)nc3-c3ccccc3)N3CCC[C@@]23C1=O | -16% | 2% | 7% | ? | 2% | 10% | 1 | -19% | -7%
CCOC(=O)c1c(S(=O)(=O)N2CCC(C)CC2)c(C)n(C)c1C | 0% | -2% | -5% | -1% | 7% | 102%[activator] | 1 | -12% | 19%
CCC(=O)c1cc(F)ccc1OCC(=O)N1CCN(c2ccc(F)cc2)CC1 | -1% | 3% | -6% | -18% | 11% | -9% | 3 | -8% | -3%
CC(C)c1ccc(C2NC(=O)c3n[nH]c(-c4cccs4)c32)cc1 (centres undefined) | -3% | 12% | -1% | ? | -14% | . | 1 | -10% | ?
CCOc1ccc2nc(N(Cc3cccnc3)C(=O)c3ccc4c(c3)OCCO4)sc2c1 | -4% | 6% | 2% | -5% | -11%[60.1 µM] | . | -4 | -11% | 15%
C[N+](C)(C)C[C@H](O)CC(=O)O | . | ? | -2% | . | -20% | . | -8 | -14% | .
Cc1ccc(C(=O)N2CCCCC2)cc1S(=O)(=O)N1CCOCC1 | 0% | 23% | -4% | -3% | -7% | -7% | -7 | -20% | -1%
N#Cc1ccccc1OCC(=O)Nc1cccc(S(=O)(=O)N2CCCCCC2)c1 | . | 1% | -2% | . | -19% | -2% | -6 | -25% | .
CC(C)(C)NC(=O)C(c1ccccn1)N(C(=O)C1CSC(=O)C1)c1ccccc1F (centres undefined) | -2% | 6% | 4% | -2% | -10% | 27% | -10 | -10% | 2%
Cc1csc(NC(=O)c2cccnc2)n1 | -3% | -2% | 1% | 0% | -8% | -3% | -14 | -8% | 23%
COCc1nnc(NC(=O)CC(C)c2ccccc2)s1 (centres undefined) | -9% | 4% | -3% | -1% | -12% | -1% | 2 | 9% | 3%
Cc1nn(C)c2c1c(C(F)(F)F)cc(=O)n2CC(=O)N1CCN(c2ccccc2F)CC1 | -11% | 10% | -3% | ? | -22% | . | 3 | -29% | 6%
O=C(NCc1ccco1)c1cccn2c(=O)c3sccc3nc12 | . | 35%[activator] | -2% | . | -5% | . | 0 | -11% | .
OCCNc1ncnc2c1cnn2Cc1ccccc1 | -2% | -1% | -4% | 3% | -11% | 23% | -5 | 8% | ?
O=C(Nc1cccn(Cc2ccccc2)c1=O)NC1CCCCC1 | -5% | -1% | 0% | ? | -9% | -5% | 4 | -7% | 4%
CCNC(=S)Nc1ccc2c(c1)oc1ccccc12 | . | 23% | 6% | . | -6% | . | -2 | -7% | .
Cc1cc(-c2ccc(S(=O)(=O)Nc3ccccc3C)cc2)on1 | -2% | 4% | -4% | -1% | -6% | . | 0&-7 | -18% | 24%
COc1ccccc1CNC(=O)COC(=O)COc1ccccc1F | . | -6% | -2% | . | 0% | 4% | -1 | -2% | .

New compounds follow.
SMILES | BLM helicase inh | POLI inh | GRP78 ERSR act | Anesthetic bind | Pol kappa inh | APE1 inh | LDHA block | POLH inh | Pol beta inh
Cc1cnn(C(=O)c2cc(-c3ccccc3)nc3ccccc23)c1 | -4% | 1% | 6% | -18% | 3% | -6% | -2 | 1% | -10%
O=C1NCCN1CCNS(=O)(=O)c1ccc(F)c(Cl)c1 | -2% | ? | -1% | 1% | -2% | -5% | -9 | -12% | 1%
O=C(c1ccco1)N1CCN(c2ccc(Cl)c(Cl)c2)CC1 | . | 18% | 8% | . | -16% | . | 0 | -16% | .
COc1cccc(C(=O)Nc2ccc(NC(C)=O)cn2)c1 | 2% | 21% | -7% | -11% | 4% | 8% | -1 | -11% | 29%
Cn1cc(C(=O)N2CCN(c3cccc(Cl)c3)CC2)c(=O)c2cc(S(=O)(=O)N3CCCC3)ccc21 | -2% | 19% | -2% | ? | -7% | . | -8 | -14% | 24%
Cc1ccc(CNC(=O)C2CCCN(c3nc(C)cc(C)n3)C2)cc1 (centres undefined) | -1% | -11% | -5% | -8% | 2% | 20% | -5 | -1% | -6%
O=C(Cc1ccc([N+](=O)[O-])cc1)N/N=C/c1cccnc1 | . | 18% | -2% | . | 10% | . | 0 | 22% | .
CCC1=[N+](CC(=O)c2ccc(Br)cc2)CCn2c(C)ccc21 | -3% | -16% | 5% | -11% | 2% | -1% | -4 | -1% | 2%
C=C(C)C(=O)N1CC2(CC(c3cccc(NC(=O)CCCCC)c3)=NO2)C[C@H]1C(N)=O (some centres undefined) | -3% | 10% | -3% | 8% | -13% | 17% | 1 | -12% | 2%
CCCOc1ccc(-c2nnn(CC(=O)c3ccc4c(c3)OCCO4)n2)cc1 | -3% | 7% | -4% | ? | -5% | -1% | 0 | -4% | 1%
CCOC(=O)/C=C1/SCC(=O)N1CCOc1cccc(Br)c1 | . | 0% | -4% | . | -14% | . | -1 | -15% | .
CCOc1cc2[nH]c(=S)n(CCCN3CCN(C)CC3)c(=O)c2cc1OCC | . | 12% | 3% | . | 13% | . | -6 | ? | .
C=C(C)CN(CC)C(=O)c1ccc(OC2CCN(S(=O)(=O)N(C)C)CC2)cc1 | -4% | 55%[activator] | -3% | -13% | -18% | -2% | -6 | -12% | 18%
COc1ccc(CC(=O)NNC(=O)Cc2ccc(OC)cc2)cc1 | -1% | . | . | -9% | . | 1% | . | . | 21%
Cc1ccc(-c2nnc(NC(=O)c3ccco3)o2)c(C)c1 | . | ? | -3% | . | -8% | 11% | 4 | -13% | .
N#Cc1ccc(C(c2nnnn2Cc2ccccc2)N2CCCC2)cc1 (centres undefined) | -4% | 12% | -4% | -8% | 4% | 2% | 0 | -11% | 2%
COC(=O)c1c(N)n(CCCN2CCOCC2)c2nc3ccccc3nc12 | -9% | 40%[activator] | 1% | 595%[activator] | -20% | 8% | 3 | 3% | 16%
O=C(OCC(=O)c1ccccc1Cl)C1=NN(c2ccccc2)C(=O)CC1 | . | 102%[activator] | 3% | . | -13% | 5% | -3 | -7% | .
CCOC(=O)C1C(c2ccc([N+](=O)[O-])cc2)C2C(=O)NN=C2CC1(C)O (centres undefined) | -1% | 34%[activator] | -3% | -4% | -4% | 1% | -6 | -5% | 23%
O=C1c2ccccc2NC(c2ccc(Cl)cc2Cl)N1Cc1ccccc1 (centres undefined) | 1% | 12% | -7% | 236%[activator] | -2% | -2% | 5 | -22% | 12%
Cc1ccc(S(=O)(=O)NCCC(=O)OCC(=O)Nc2cccc(S(=O)(=O)NC3=NCCCCC3)c2)cc1 | 1% | 121%[activator] | -2% | -18% | 2% | 0% | -3 | -15% | -26%
COc1ccc(N2CCN(c3ccc(S(=O)(=O)N(C(C)C)C(C)C)cn3)CC2)cc1 | -7% | -8% | -6% | -6% | -2% | 16% | 1 | -15% | 21%
Nc1nncn1C(=O)c1c(Cl)cccc1Cl | 1% | 14% | -3% | 8% | 2% | 0% | -2 | -14% | 0%
COC(=O)c1cnn2c1C(=O)N(Cc1cccs1)CC2 | -3% | 9% | -1% | 3% | 18% | 16% | 0 | -15% | 42%[activator]
Cc1ccc(CSc2nnc([C@@H]3CCCN3)o2)cc1 | -1% | 23% | -3% | -16% | -2% | 2% | 0 | 1% | 42%

Going on with the list.
SMILES | BLM helicase inh | POLI inh | GRP78 ERSR act | Anesthetic bind | Pol kappa inh | APE1 inh | LDHA block | POLH inh | Pol beta inh
Cc1cccc(Cn2cnc3c(cnn3C(C)(C)C)c2=O)c1F | . | 0% | -2% | . | 2% | -5% | . | . | .
Cc1nc(Nc2ncc(C(=O)Nc3c(C)cccc3Cl)s2)cc(N2CCN(CCO)CC2)n1 | -3% | 3% | -6%&-6% | . | -9%[19.4 µM] | . | 1 | . | .
CC(NC(=O)COC(=O)CN1C(=O)NC2(CCCC2)C1=O)c1ccc(F)cc1 (centres undefined) | . | 10% | -3% | . | -2% | . | 1 | -11% | .
Nc1nnc(SCC(=O)OCc2ccc(Cl)c(Cl)c2)s1 | 3% | 9% | -3% | -11% | -6% | 15% | -7 | 0% | 15%
CCc1ccc(C(C)NC(=O)C2CCCC2)cc1 (centres undefined) | -1% | 42%[activator] | -4% | -14% | -4% | -9% | -1 | -1% | 2%
Cc1ccc(NC(=O)c2nc[nH]c2C(=O)N2CCOCC2)c(C(=O)c2ccccc2)c1 | -6% | 79µM* | -1% | -12% | -14% | -2% | 0 | -5% | ?
